Eya2 inh: qHTS Assay for Inhibitors of the Phosphatase Activity of Eya2; recombinant Eya2, OMFP fluorescence dephosphorylation (OMFP is methylfluorescein phosphate); 0.006% of 330,000 active; Potency, µM (top dose mostly 76.9 µM), without a hit: top-dose activity, negative = inhibition, hits mostly inhibitors; Protein phosphatase EYA2 (Homo sapiens), O00167; also: potency is read from the fitted curve at half-maximal effect; % is scaled to controls: 0 for no effect and ±100 for the full control effect
Target sequence (O00167 whole entry, looked up): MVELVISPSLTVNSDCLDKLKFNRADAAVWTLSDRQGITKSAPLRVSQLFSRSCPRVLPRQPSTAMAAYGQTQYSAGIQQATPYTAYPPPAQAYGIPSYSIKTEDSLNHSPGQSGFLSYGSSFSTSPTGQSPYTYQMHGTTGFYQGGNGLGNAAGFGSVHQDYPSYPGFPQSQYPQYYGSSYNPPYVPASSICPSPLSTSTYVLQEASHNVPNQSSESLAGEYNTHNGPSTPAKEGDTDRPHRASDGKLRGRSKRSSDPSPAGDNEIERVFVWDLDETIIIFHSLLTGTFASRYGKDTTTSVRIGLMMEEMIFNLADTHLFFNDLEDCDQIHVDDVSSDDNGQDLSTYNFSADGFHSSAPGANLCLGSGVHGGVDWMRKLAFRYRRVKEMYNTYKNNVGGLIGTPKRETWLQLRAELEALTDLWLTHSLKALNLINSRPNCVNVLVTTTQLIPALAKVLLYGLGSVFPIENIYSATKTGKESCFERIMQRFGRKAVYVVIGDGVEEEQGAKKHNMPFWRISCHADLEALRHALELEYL
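Eya2 protein (added as 0.2 uM solution) was preincubated with compound for 10 min at ambient temperature in 50 mM HEPES pH 7.5, 50 mM NaCl, 5 uM MgCl2, 0.05% BSA, 1 mM DTT. OMFP (added at 50 uM) then reacted 10 min; fluorescence read at 485/525 nm.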
USP2a inh: qHTS Assay for Inhibitors of Ubiquitin-specific Protease USP2a Using CHOP2 as the Reporter | 0.01% of 330,000 active | USP2 core, Ub-CHOP2 coupled fluorogenic reporter, 485/531 | Potency, µM (top dose mostly 38.3 µM), inactives show top-dose activity change, negative = inhibition, most hits filed as inhibitors | Ubiquitin carboxyl-terminal hydrolase 2 (Homo sapiens), O75604;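 also: potency is read from the fitted curve at half-maximal effect; plate controls were DMSO wells for no effect and full inhibition by NEM control for full effect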
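Cell-free coupled assay: 10nM USP2 core preincubated 30min RT with compound in Tris-HCl pH 8.0/CaCl2/CHAPS buffer, then 25nM Ub-CHOP2 and 25nM reporter substrate; fluorescence (Ex 485/Em 531) read after 60min RT, normalized to NEM inhibition, concentration-response curves fitted.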
PTAP TSG101 blk: qHTS Assay for Iinhibitors of HIV-1 Budding by Blocking the Interaction of PTAP/TSG101; Fluorescence polarization, FITC-PTAP peptide / Tsg101 binding; Potency, µM (titrated, usually from 115 µM), inactives show at the top dose activity change, negative = inhibition, actives largely listed as inhibitors; 340,000 tested, under 10 active; AID 493005, 2010; Tumor susceptibility gene 101 protein (Homo sapiens), Q99816; active = well fitted inhibition curve with a large enough effect in the main read-out, with a control signal flat, not every such curve was filed as active; inconclusive = small, poorly fitted or top-dose-only effect, or effect the other way, or a change in a side signal; inactive = no such curve, though single readings can be large or run the other way; also: potency is read from the fitted curve at half-maximal effect; % of control where 0% means no effect
Target sequence (Q99816 whole entry, looked up): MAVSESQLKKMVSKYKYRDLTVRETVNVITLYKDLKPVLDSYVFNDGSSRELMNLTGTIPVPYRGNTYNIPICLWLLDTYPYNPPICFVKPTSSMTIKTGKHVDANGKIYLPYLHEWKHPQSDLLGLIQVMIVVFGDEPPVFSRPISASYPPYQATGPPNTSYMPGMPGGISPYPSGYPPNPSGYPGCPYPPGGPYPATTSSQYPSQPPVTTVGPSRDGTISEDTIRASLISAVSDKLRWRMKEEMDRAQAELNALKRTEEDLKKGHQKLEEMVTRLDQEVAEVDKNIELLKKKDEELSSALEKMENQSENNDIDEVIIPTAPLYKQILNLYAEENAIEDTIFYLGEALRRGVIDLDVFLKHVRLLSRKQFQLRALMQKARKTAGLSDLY
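Tsg101 binding domain (10 uM final) was mixed with compound and a FITC-labeled PTAP peptide (50 nM final) in HEPES pH 7.5 buffer with NaCl, Tween 20, EDTA and TCEP; fluorescence polarization was read after 20 min at r.t.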
p53 reactivator: qHTS assay for re-activators of p53 using a Luc reporter; H1299 p53-A138V BP100-luciferase reporter, luminescence, 24 h; Potency, µM (top dose mostly 92.2 µM), for inactives: top-dose activity change, positive = activation, hits mostly activators; 0.063% of 320,000 active; also: potency is read from the fitted curve at half-maximal effect; % of control where 0% means no effect; nearly all actives have a fitted effect of over 45% in size
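H1299 (p53-null), stable ts p53-A138V + BP100-Luc; 1000 cells/well, Opti-MEM/10% FBS; cpd 4 pt, 1:5; 24 h, 37 deg C, 5% CO2; detection reagent 10 min RT; luminescence.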
S-ASM inh: Inhibitors of Secretory Acid Sphingomyelinase (S-ASM): qHTS; Potency, µM (titrated, usually from 57.5 µM), for the others: at the highest dose activity change, negative = inhibition, most hits filed as inhibitors; placental ASM, HMU-PC fluorogenic substrate, 60 min; 0.006% of 340,000 active; also: potency is read from the fitted curve at half-maximal effect
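Human placenta-derived ASM preincubated with compound 10 min at room temperature, then reacted with 9 uM (final) fluorogenic HMU-PC substrate for 60 min at 37 C. Stop solution raises pH to 10; fluorescence read at Ex 386/Em 447 nm.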
uPA generation: qHTS for Inhibitors of Cell Surface uPA Generation. Potency, µM (doses to about 38.3 µM), for the others: at the top dose activity change, negative = inhibition, actives largely listed as inhibitors. 0.31% of 330,000 active. cell surface uPA generation assay, qHTS; active = well fitted inhibition curve with a large enough effect; inconclusive = small, poorly fitted or top-dose-only effect; inactive = no such curve, though single readings can be large or run the other way; tested in mouse RAW 264.7 cells; also: potency is read from the fitted curve at half-maximal effect; % is scaled to controls: 0 for no effect and ±100 for the full control effect; nearly all actives have a fitted effect of over 55% in size
ELG1 genotox: qHTS screen for small molecules that induce genotoxicity in human embryonic kidney (HEK293T) cells expressing luciferase-tagged ELG1; HEK293T ELG1-luciferase reporter, luminescence, 16 h; Potency, µM (series often up to 46 µM), inactives show at the highest dose activity change, positive = activation, hits mostly activators; 1.3% of 330,000 active; AID 504466, 2011; also: potency is read from the fitted curve at half-maximal effect; % of control where 0% means no effect; nearly all actives have a fitted effect of over 60% in size
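Luminescence read-out: rising ELG1-luciferase signal, reflecting elevated ELG1 protein under genetic stress, flags genotoxic compounds. Cells were treated for 16 hr at 37 °C before ONE-Glo detection.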
B2AR arrestin: qHTS assay of beta-arrestin-biased ligands of beta2-adrenergic receptor | Beta-2 adrenergic receptor (Homo sapiens), P07550 | beta-arrestin recruitment to beta2AR, cell-based reporter | Potency, µM (series often up to 46.1 µM), inactives show at the highest dose activation, most hits filed as activators | 0.02% of 330,000 active | AID 492947, 2010;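 also: potency is read from the fitted curve at half-maximal effect; 0% = DMSO controls and full agonism = EC100 isoproterenol or metaproterenol; nearly all actives have a fitted effect of over 65% in size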
TRPV1 agonist: HTS Assay for Compounds that Act as Agonists of the Vanilloid Receptor 1; Transient receptor potential cation channel subfamily V member 1 (Homo sapiens), Q8NER1; TRPV1-expressing cells, Fluo-8 calcium influx, agonist mode; activation, % at 8.33 µM; 0.19% of 320,000 active; in the data active = activation above about 80%; inconclusive = between about 30% and that limit; also: 0% is about no effect
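Cells expressing TRPV1 were dye-loaded with Fluo-8 and read kinetically: 10 s baseline, 3 min after compound (agonist portion), then 2 min after EC20 capsaicin (allosteric enhancer portion). Calcium-bound dye fluorescence at 480/520 nm.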
Integrin act MD: qHTS for Activators of Integrin-Mediated Alleviation for Muscular Dystrophy | 0.064% of 350,000 active | Potency, µM (top dose mostly 38.3 µM), for the others: at the top dose activation, actives largely listed as activators | alpha7betagal myoblasts, beta-gal FDG fluorescence, 48 h | AID 624291, 2012;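 also: potency is read from the fitted curve at half-maximal effect; 100% = response of the positive control SU9516; nearly all actives have a fitted effect of over 60% in size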
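alpha7betagal+/- myoblasts (passage 13, 250/well) treated 48 h at 37C with compounds at 1:260 dilution of DMSO stock. Lysed, then beta-galactosidase activity read as FDG fluorescence (ex 480/em 540) after 30 min, with pre-read for autofluorescence.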
BRCA1 expr up: qHTS Assay to Identify Small Molecule Activators of BRCA1 Expression; MCF7-BRCA1-FFLuc reporter, luminescence, 48 h; response scale: scaled: vehicle 0%, 10 µM genistein 100%; Potency, µM (doses to about 46.1 µM), for inactives: top-dose activation, actives largely listed as activators; 1.1% of 380,000 active; AID 624202, 2012; also: potency is read from the fitted curve at half-maximal effect; nearly all actives have a fitted effect of over 80% in size; some results filed as inactive show a strong effect at the top dose
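48 h compound treatment of MCF7-BRCA1-FFLuc cells (phenol-red free MEM, 37 °C), then 15 min with luciferase substrate and luminescence imaging.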
* hit, by the source's call; ? = inconclusive; . = no result given; [ ] = another dose, or the depositor's remark. Unless noted, calls follow the shape of the dose curve; as a rule, active = well fitted curve in the direction sought with a large enough effect; inconclusive = small, poorly fitted or top-dose-only effect, or another doubt; inactive = no such curve, though single readings can be large; an effect the other way counts as inactive or inconclusive.

SMILES	Eya2 inh	USP2a inh	PTAP TSG101 blk	p53 reactivator	S-ASM inh	uPA generation	ELG1 genotox	B2AR arrestin	TRPV1 agonist	Integrin act MD	BRCA1 expr up
OCCCCNCc1ccc(OCc2ccc(Cl)cc2)cc1	1.5%	6.9%	-3.6%	-14.8%	3.4%	-7.2%	2.2%	-0.1%	2.5	-61.2%[inhibitor]	12.7%
CCN(CC(=O)NC(=O)NC1CCCCC1)Cc1nc2ccccc2c(=O)[nH]1	-18.8%	3.9%	-1.0%	-7.3%	-4.5%	3.8%	0.3%	-0.4%	1.4	-1.9%	0.0%
CC(C)(Oc1ccc(Cl)cc1)C(=O)N(Cc1ccccc1)c1ccccn1	-5.6%	1.0%	-0.5%	3.2%	-1.1%	-1.3%	-2.1%	0.2%	14.5	-5.4%	-43.7%
CC(=O)Nc1cccc(NC(=O)CSc2ncc(-c3ccc(Cl)cc3)n2Cc2ccco2)c1	-2.3%	-7.0%	-0.7%	-0.1%	?	-7.5%	4.1%	-0.4%	-0.3	-36.7%	-55.1%
CCCc1ccc(S(=O)(=O)NCCc2ccncc2)cc1	7.7%	-2.0%	-7.6%	-18.6%	1.3%	-5.2%	20.0%	-0.3%	.	-0.3%	-15.4%
CCOc1ccccc1N1CSC2=C(C#N)C(c3c(OC)ccc4ccccc34)CC(=O)N2C1 (configuration not stated)	27.3%	1.1%	-1.9%	13.8%	-2.1%	?	-6.1%	-1.1%	.	-24.4%	-35.4%
O=C(CSc1nnc(-c2ccco2)o1)NC(=O)C1COc2ccccc2O1 (configuration not stated)	3.0%	-6.9%	-3.0%	3.9%	-1.8%	4.4%	1.1%	-0.2%	-2.3	16.8%	9.3%
C=CCN1C(=O)CN=C1Nc1cc(C)cc(C)c1	14.5%	-1.0%	-1.5%	-2.6%	11.9%	3.7%	3.9%	0.6%	2.0	16.8%	1.9%
CSCCNC(=O)c1cccc(Cl)c1	5.6%	6.2%	-0.9%	-1.1%	2.3%	0.6%	-0.1%	-1.9%	27.4	0.9%	14.3%
CC1CCCC(C)N1/N=C/c1cccc([N+](=O)[O-])c1 (configuration not stated)	2.6%	1.8%	-3.0%	.	-1.6%	4.4%	1.2%	3.5%	0.8	-7.7%	10.2%
CC(NC1CCN(Cc2ccccc2)CC1)c1ccc(F)cc1 (configuration not stated)	-22.3%	-0.2%	0.7%	-8.8%	-1.2%	0.5%	-4.3%	0.0%	14.2	-45.8%[inhibitor]	-11.3%
CC(C)C[C@H](NC(=O)c1nc[nH]c1C(=O)N1CCc2ccccc2C1)C(=O)OC(C)(C)C	0.1%	-22.3%	0.2%	-2.2%	8.4%	-4.3%	-1.5%	-0.6%	-3.2	13.3%	-14.5%
Cc1ccc(C(=O)NCC(=O)OC2CCCCC2=O)cc1C (configuration not stated)	-1.7%	-2.6%	-1.0%	9.9%	-1.3%	5.9%	4.3%	-0.3%	.	24.8%	6.4%
COc1ccc(N(CC(=O)NCc2ccco2)C(=O)CCC(=O)Nc2nccs2)cc1	-1.3%	-0.6%	0.8%	-0.8%	4.0%	2.2%	1.4%	-0.8%	-1.8	-20.2%	0.5%
CN(C)CC(C)(C)CNS(=O)(=O)c1ccc(OC(F)(F)F)cc1	2.3%	1.9%	-2.8%	-1.0%	2.6%	5.8%	2.0%	-0.6%	1.0	4.3%	-2.7%
CCOC(=O)Cn1nnnc1CN1CCN(c2ccc(OC)cc2)CC1	-1.2%	2.0%	-1.5%	0.4%	2.8%	2.6%	-1.5%	-1.0%	-0.5	-31.3%	1.1%
CCc1ccc(NC(=O)CSc2nncn2-c2cccnc2)cc1	0.4%	1.2%	-0.8%	?	0.5%	.	?	0.2%	3.2	?	?
Cc1ccc(C)c(NC(=O)Cn2nc(-c3ccccc3)nc2-c2ccccc2)c1	14.8%	1.0%	-2.3%	-4.9%	-0.8%	4.7%	15.5%	-0.5%	7.4	19.3%	-0.7%
Cc1ccc(S(=O)(=O)/N=C2\C=C(NS(=O)(=O)c3ccccc3)C(=O)c3ccccc32)cc1	.	.	-12.2%	.	-0.3%	-0.8%	.	.	.	-16.7%	-49.4%
CC1=C(n2nnc3ccccc32)C(c2ccccc2)C(C#N)=C(N)O1 (configuration not stated)	14.1%	-1.1%	-7.4%	-6.2%	3.5%	-21.6%	-1.2%	0.2%	2.6	-6.5%	8.7%
CC(C)c1ccc(NC(=O)CSc2nc3ncccc3[nH]2)cc1	1.1%	-2.1%	0.1%	17.0%	-1.8%	-19.8%	2.8%	0.2%	0.1	-28.1%	2.1%
CN(C(=O)c1ccc(NC(=O)C2CCN(C(=O)OC(C)(C)C)CC2)cc1)C1CC1	-18.3%	-0.8%	.	4.0%	5.2%	0.7%	-1.9%	-1.2%	.	28.6%	7.2%
CC(C)(C)c1ccc(S(=O)(=O)N2CCN(CC(O)CN3CCOCC3)CC2)cc1 (configuration not stated)	-6.4%	-1.1%	0.1%	-9.4%	5.2%	-0.6%	1.8%	-1.0%	.	23.8%	-7.7%
CCn1cc(S(=O)(=O)Nc2ncccn2)cn1	-18.4%	-2.5%	-5.5%	-1.3%	2.9%	0.5%	-13.6%	0.0%	1.8	13.2%	5.6%
O=C(Nc1ccc(N2CCCC2)c(Cl)c1)c1ccc([N+](=O)[O-])o1	-11.5%	1.7%	1.3%	-5.0%	-4.8%	-3.9%	-17.7%	0.0%	-15.5	-71.9%[inhibitor]	-92.0%[inhibitor]
Cc1cccc(C)c1NCC(=O)N1CCN(Cc2ccccc2)CC1	6.0%	-0.9%	-4.7%	0.5%	1.6%	4.2%	-2.7%	0.5%	-2.6	?	-0.9%
O=C(COC(=O)c1ccc(O)cc1)Nc1ccc(N2CCCCC2)cc1	-5.8%	2.1%	-2.9%	5.5%	-0.1%	3.1%	-0.6%	6.9%	13.4	6.9%	35.2%
Cc1cc(O)c(C(=O)/C=C/c2ccc(C(C)C)cc2)c(=O)o1	?	3.3%	-1.3%	?	40.6%[activator]	6.6%	?	0.0%	-0.1	-13.2%	35.3%
Cc1cnc(C(=O)OCC(=O)c2ccc(Cl)cc2)cn1	9.2%	-0.3%	-2.9%	29.0%	0.0%	-3.8%	0.0%	-1.0%	2.4	18.2%	-4.5%
O=C(Cc1ccccc1F)Nc1cc(S(=O)(=O)N2CCOCC2)ccc1N1CCCC1	7.9%	-1.1%	-2.4%	2.7%	-0.3%	2.2%	0.8%	-0.9%	.	18.3%	-15.0%

The closing 2 compounds of the part before open the next one:
SMILES	Eya2 inh	USP2a inh	PTAP TSG101 blk	p53 reactivator	S-ASM inh	uPA generation	ELG1 genotox	B2AR arrestin	TRPV1 agonist	Integrin act MD	BRCA1 expr up
Cc1cnc(C(=O)OCC(=O)c2ccc(Cl)cc2)cn1	9.2%	-0.3%	-2.9%	29.0%	0.0%	-3.8%	0.0%	-1.0%	2.4	18.2%	-4.5%
O=C(Cc1ccccc1F)Nc1cc(S(=O)(=O)N2CCOCC2)ccc1N1CCCC1	7.9%	-1.1%	-2.4%	2.7%	-0.3%	2.2%	0.8%	-0.9%	.	18.3%	-15.0%
COc1ccc(CCc2ccnc3ccccc23)cc1	.	.	-3.7%	.	-4.4%	-6.0%	.	.	.	-19.2%	45.8%
COc1ccc(OC)c(S(=O)(=O)Nc2ccccc2O)c1	.	.	0.3%	.	1.5%	-2.3%	.	.	.	6.2%	-4.1%
COc1ccc(Cl)cc1S(=O)(=O)N1CCC(C(=O)NCc2ccco2)CC1	18.1%	0.2%	.	.	1.4%	-16.3%	1.7%	0.5%	-0.4	-26.6%	-6.5%
CCCCCN(C(=O)CCC(=O)OCC(=O)c1ccc(F)c(F)c1)c1c(N)n(CCCC)c(=O)[nH]c1=O	-2.2%	-1.4%	-0.2%	-0.6%	2.4%	6.1%	2.7%	0.0%	1.1	9.7%	-1.4%

Source: PubChem (National Center for Advancing Translational Sciences (NCATS))
